# CHO-K1 Ca ag – counter-screen for M1 agonists: effect in parental CHO-K1 cells; Fluo-8 calcium fluorescence; scaled to maximal ATP response, vehicle zero; activation, % at 3 µM; 360,000 tested, 0.48% active; in the data active = activation above about 15%;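 also: untransfected CHO-K1 host cells lacking M1 receptor as counterscreen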
# M1 PAM parental – nonselective activator or artifact in parental CHO-K1 calcium assay. ATP EC20, Fluo-8 calcium fluorescence; 0% at ATP EC20, 100% at ATP max. activation, % at 3 µM. 360,000 tested, 0.02% active;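 active = activation above the run cutoff, the mean activation of all test compounds plus 3 SD, cut at about 40% in these data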;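 also: peak over basal fluorescence ratio in a 140 s read after ATP addition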
# CHO-K1 Ca antag – M1 antagonist counterscreen hit in parental CHO-K1 cells; inhibition, % at 3 µM; ATP-induced calcium, Fluo-8 fluorescence; 360,000 tested, 0.6% active; AID 602250;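 active = inhibition above a per-plate cutoff, the plate's mean sample inhibition plus 3 SD, cut at about 24% in these data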;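 also: 0% = DMSO plus EC80 ATP and 100% = DMSO alone without ATP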
# TAAR1 ag – agonists of human TAAR1. Q96RJ0. 360,000 tested, 0.99% active. activation, % at 3 µM. AID 624467. CHO RD-HGA16 TAAR1, Fluo-8 calcium fluorescence; vehicle wells 0%, saturating PEA agonist 100%;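 active = activation above the mean activation of all test compounds in the run plus 3 SD, cut at about 38% in these data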
#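 Test system: RD-HGA16 (CHO) cells co-expressing Gα16 and hTAAR1; dosing: one-point dosing at 3 µM (nominal); timing: 17-24 h seeding, 75 min 37 °C dye, 30 min RT; signal: kinetic Fluo-8 calcium fluorescence; read-out basis: % activation relative to PEA EC100 response; controls: DMSO and PEA EC100; replicates: n 1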
# CHO parental Ca – signal in parental CHO cells, OX1R antagonist counter-screen; parental CHO-K1, ATP-induced calcium, Fluo-8 fluorescence; inhibition, % at 5.6 µM; 330,000 tested, 0.63% active; AID 463079;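 active = inhibition above that plate's mean sample inhibition plus 3 SD, cut at about 26% in these data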;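 also: 0% = ATP-challenged DMSO wells and 100% = DMSO wells without ATP; some compounds past the cut are filed as inactive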
#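 Material: parental CHO cells / Compound: single nominal dose of 5.6 µM per compound / Signal: Fluo-8 fluorescence / Replicates: singlicate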
# TAAR1 antagonist – human TAAR1 antagonism; 360,000 tested, 1.5% active; inhibition, % at 3 µM; CHO RD-HGA16 TAAR1, Fluo-8 calcium fluorescence, antagonist; Q96RJ0;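 active = inhibition above a per-plate cutoff, the mean inhibition of test compounds on that plate plus 3 SD, cut at about 49% in these data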;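 also: 0% = DMSO plus EC80 beta-PEA response and 100% = DMSO alone without agonist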
#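 Test system: hTAAR1-expressing CHO RD-HGA16 cells, Gα16-coupled; Probe or stimulus: EC80 β-phenethylamine stimulus; Compound dosing: single nominal final test compound concentration of 3 µM; Timing: 140 s kinetic read after compound, 140 s after agonist; Signal: Fluo-8 calcium-sensitive fluorescence; Measure: % inhibition of agonist calcium response; Controls: DMSO and EC80 PEA controls.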
# OXTR potentiator – human OXTR potentiation; AID 2445; CHO-OTR cells, Fluo-8 calcium fluorescence, potentiator mode; 0% = oxytocin EC15, 100% = EC100; 320,000 tested, 0.061% active; activation, % at 3 µM;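 active = activation above that plate's cutoff, the mean activation of tested compounds plus 3 SD, cut at about 6.6% in these data, passing the limit was not always enough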;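 also: 100% uses oxytocin at 75 nM as the full agonist control; some results filed as inactive read as strong as hits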
#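 System: human OTR in CHO cells; Also added: sub-maximal oxytocin, roughly EC15; Timing: compound 6 min at room temperature before oxytocin, 100 s read; Technique: Fluo-8 intracellular calcium fluorescence, ex 470-495, em 515-575 nm; Controls: oxytocin EC15 low and EC100 high; Replication: singlicate.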
# M1 ag – activates human CHRM1 receptor. P11229. CHO-K1 hM1, Fluo-8 calcium fluorescence, agonist mode; 0% DMSO, 100% acetylcholine EC100. activation, % at 3 µM. 360,000 tested, 0.33% active;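 active = activation above the run's mean compound activation plus 3 SD, cut at about 16% in these data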;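 also: peak over basal fluorescence ratio within a 140 s kinetic read after compound addition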
# Target sequence (P11229 whole entry, looked up): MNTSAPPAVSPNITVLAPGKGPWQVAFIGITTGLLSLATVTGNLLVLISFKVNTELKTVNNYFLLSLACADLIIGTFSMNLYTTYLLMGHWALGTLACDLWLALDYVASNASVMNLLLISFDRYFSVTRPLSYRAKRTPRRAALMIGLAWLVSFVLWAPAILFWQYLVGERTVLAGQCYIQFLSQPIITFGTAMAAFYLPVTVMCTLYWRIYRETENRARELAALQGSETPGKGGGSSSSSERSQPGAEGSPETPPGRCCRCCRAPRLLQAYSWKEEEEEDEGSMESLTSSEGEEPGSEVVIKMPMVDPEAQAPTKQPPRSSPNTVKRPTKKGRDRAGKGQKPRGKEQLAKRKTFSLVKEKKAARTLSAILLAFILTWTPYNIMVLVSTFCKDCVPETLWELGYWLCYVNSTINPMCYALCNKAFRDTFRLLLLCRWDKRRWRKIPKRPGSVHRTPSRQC
# V1aR counter – counter-screen for oxytocin receptor agonists: human V1a receptor agonists; P37288; CHO-V1R cells, Fluo-8 calcium fluorescence, agonist mode; 0% DMSO, 100% 3 nM vasopressin; activation, % at 3 µM; 320,000 tested, 0.25% active;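 active = activation above the mean activation of all tested compounds plus 3 SD, per screening run, cut at about 20% in these data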;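 also: signal is peak over basal fluorescence ratio across a 100 second FLIPR read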
# Target sequence (P37288 whole entry, looked up): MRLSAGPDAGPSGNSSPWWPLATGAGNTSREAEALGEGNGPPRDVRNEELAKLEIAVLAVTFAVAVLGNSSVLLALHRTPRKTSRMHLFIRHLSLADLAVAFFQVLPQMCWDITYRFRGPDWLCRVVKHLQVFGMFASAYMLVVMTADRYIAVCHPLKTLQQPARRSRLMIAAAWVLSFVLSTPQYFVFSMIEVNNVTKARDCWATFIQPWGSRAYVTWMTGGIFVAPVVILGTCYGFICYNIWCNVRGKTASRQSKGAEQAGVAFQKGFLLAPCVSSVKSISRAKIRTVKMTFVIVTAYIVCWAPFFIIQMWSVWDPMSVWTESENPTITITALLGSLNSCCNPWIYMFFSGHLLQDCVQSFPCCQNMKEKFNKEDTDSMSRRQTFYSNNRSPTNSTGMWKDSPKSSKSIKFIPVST
# An asterisk follows results filed as active; nt = no result given. Outcome played no part in choosing rows; about 3.3% have a hit in one of these screens.
# Order of values – CHO-K1 Ca ag	M1 PAM parental	CHO-K1 Ca antag	TAAR1 ag	CHO parental Ca	TAAR1 antagonist	OXTR potentiator	M1 ag	V1aR counter
(1) COC(=O)C(NC(C)=O)(Nc1nc2ccc(S(C)(=O)=O)cc2s1)C(F)(F)F (centres undefined)
  0.1	23	-16	3	2	-1	0	-2	-0.1
(2) CN(Cc1ccccc1)C(=O)CCS(=O)(=O)c1ccc2c(c1)n(C)c(=O)c(=O)n2C
  -0.5	7	8	0	-3	-11	4	-8	-1.3
(3) CCN(CC)CCN(C(=O)c1ccc2c(c1)CCCC2)c1nc2c(C)cccc2s1
  0.0	-4	-3	3	-21	-47	-11	-6	-0.1
(4) CCOc1ccc(C(=O)CCC(=O)NN2CCCCC2)cc1
  0.2	15	-3	2	nt	-4	nt	-4	nt
(5) Cc1cc2nc(C(F)(F)F)[nH]c(=O)n2n1
  0.4	16	-12	6	1	-8	2	-4	0.0
(6) COc1ccc(N2CCN(CCCNC(=O)C(=O)c3c[nH]c4ccccc34)CC2)cc1
  2.1	-2	-5	5	-18	-21	-6	-5	2.8
(7) CC(=O)OCC1=C(C(=O)O)N2C(=O)C(NC(=O)CC(C)c3ccccc3)C2SC1 (centres undefined)
  0.3	4	-1	11	-7	-20	5	-1	-0.1
(8) c1cncc(Nc2nc(-c3ccncc3)cs2)c1
  0.5	17	-21	1	-1	-3	-4	-7	-0.4
(9) CC1CN(C(=O)c2cc3ccccc3cc2O)CC(C)O1 (centres undefined)
  1.3	6	-2	2	-3	-26	-9	-3	-0.5
(10) CC(=O)CC(=O)NC1CCc2ccccc21 (centres undefined)
  -0.1	-22	13	0	nt	-3	nt	0	nt

# Later entries.
# Order of values – CHO-K1 Ca ag	M1 PAM parental	CHO-K1 Ca antag	TAAR1 ag	CHO parental Ca	TAAR1 antagonist	OXTR potentiator	M1 ag	V1aR counter
(11) N#CC12CCCCC1CC1CCCCC1(C#N)N2Cc1ccccn1 (centres undefined)
  -0.1	0	2	20	4	-4	-12	-7	0.1
(12) CC(C)(C)C(=O)CNCC(=O)C(C)(C)C
  0.5	29	-18	5	-7	13	-1	-4	0.7
(13) Cc1ccc(-c2csc(-c3c[nH]c4ccccc34)n2)cc1
  0.3	6	16	1	5	24	5	-4	0.7
(14) CCOc1cc(C(=O)Nc2c(C)ccc3nsnc23)cc(OCC)c1OCC
  2.2	17	-14	4	-4	21	-1	-1	0.1
(15) CCOC(=O)c1c(NC(=S)NC(C)=O)sc(C)c1C
  0.3	24	-14	5	-14	-12	-1	-7	-0.4
(16) CC(=O)CCc1oc2c([N+](=O)[O-])cccc2c1-c1ccc(C)o1
  -0.7	12	-14	3	-34	-3	-3	-7	-1.7
(17) Cc1oc(-c2ccccc2Cl)nc1CN1CCCN(C(=O)c2ccco2)CC1
  0.5	-6	7	0	-26	-12	-12	-12	-0.6
(18) CC(C)(C)n1nc2c(c1NC(=O)COc1ccc3ccccc3c1)CS(=O)C2 (centres undefined)
  0.7	17	-9	3	-9	-14	-4	-3	0.7
(19) O=C(Nc1ccc(OC(F)(F)F)cc1)c1ccc(S(=O)(=O)N2CCOCC2)o1
  6.6	6	-6	2	-4	-20	-11	-2	6.8
(20) COc1ccc(NC(=O)N(C)C[C@H]2Oc3ccc(NC(=O)CCN4CCOCC4)cc3C(=O)N([C@H](C)CO)C[C@@H]2C)cc1
  0.1	-1	5	12	-5	7	-7	4	1.8

# Next section.
no.	compound	CHO-K1 Ca ag	M1 PAM parental	CHO-K1 Ca antag	TAAR1 ag	CHO parental Ca	TAAR1 antagonist	OXTR potentiator	M1 ag	V1aR counter
21	CCCCNC(=O)c1nn(-c2ccccc2OC)c(=O)c2ccccc12	0.0	5	-1	16	-40	-12	-2	0	0.0
22	CCN1C(=O)C(C(=O)Nc2ccc(OC)cc2)C2CC1(C)Oc1ccccc12 (centres undefined)	1.4	8	3	-5	-17	-3	-10	-4	1.2
23	CCCN(CCC)c1ccc(C(O)c2nnc(-c3ccccc3)o2)cc1 (centres undefined)	0.6	13	-12	3	3	9	-8	-2	1.4
24	CCOCCOC(=O)C1=C(C)N(C)C(=O)NC1c1cc(Cl)c(O)c(OC)c1 (centres undefined)	0.0	0	-16	-1	-5	6	-6	0	0.6
25	CC1(C(=O)Nc2ccc3c(c2)OCO3)CCN1Cc1cccc2c1OCO2 (centres undefined)	3.0	58*	-21	4	nt	29	nt	1	nt
26	Cc1ccc(NC2CCCCC2NS(=O)(=O)c2ccccc2)c(C)c1 (centres undefined)	-1.0	6	-7	-4	-11	-6	0	-5	-1.8
27	CC1C(=O)N(Cc2cn(CC3CCCCC3)nn2)CCS(=O)(=O)N1Cc1ccc(-c2cccc(N(C)C)c2)cc1 (centres undefined)	1.1	-3	-1	5	nt	9	nt	-6	nt
28	O=C1c2[nH]nc(-c3ccccc3O)c2C(c2cccc(Cl)c2)N1Cc1ccco1 (centres undefined)	0.1	-9	24*	14	-6	2	-7	-3	-0.1
29	CCOC(=O)c1ccc(-c2ccc(/C=N/NC(=O)CN(c3ccccc3Cl)S(C)(=O)=O)o2)cc1	3.2	5	10	10	-5	-13	-4	-4	0.1
30	CCOC(=O)C1NC(=O)CC1c1ccccc1 (centres undefined)	0.1	24	-1	10	-10	-27	-8	-2	0.6
31	O=C(Nc1ccccn1)C1CCN(S(=O)(=O)c2cccc3nonc23)CC1	1.1	13	-9	10	-13	-3	-10	-3	1.4
32	CN(Cc1ccccc1)C(=O)COC(=O)c1cncc(Br)c1	0.2	-5	-8	1	-10	18	-12	-3	0.7
33	O=C1/C(=C/c2cccnc2)SC(=S)N1CCc1ccccc1	1.0	16	-2	16	-54	-43	-6	-4	1.2
34	CC(C(=O)NC1CCCC1)N1CCN(S(=O)(=O)c2ccccc2Cl)CC1 (centres undefined)	0.6	-12	-4	0	nt	-3	nt	-3	nt
35	Cc1csc(SC(C)C(=O)Nc2ccc(F)cc2Cl)n1 (centres undefined)	-0.2	29	-15	1	-13	-18	7	-6	-1.0

# (next part)
no.	compound	CHO-K1 Ca ag	M1 PAM parental	CHO-K1 Ca antag	TAAR1 ag	CHO parental Ca	TAAR1 antagonist	OXTR potentiator	M1 ag	V1aR counter
36	COC(=O)c1c(C)[nH]c(C(=O)OCC(=O)NCC(C)C)c1C	0.4	-2	-1	7	-23	-13	-5	-3	0.5
37	COc1ccc2c3c([nH]c2c1)C(C)N(C(C)=O)CC3 (centres undefined)	0.8	-4	-1	-1	-1	-6	-10	-3	0.9
38	Cc1ccc(SCC(=O)OC(C)C(=O)NCc2ccccc2)cc1 (centres undefined)	0.5	3	1	5	-6	-15	-11	-6	-1.7
39	CC(C)OC(=O)N(C)C[C@@H]1OCc2cnnn2CCCC(=O)N([C@H](C)CO)C[C@H]1C	0.3	15	-9	2	nt	-10	nt	-4	nt
40	Cc1ccc(Nc2nc3ccccc3n3cnnc23)cc1Cl	0.0	3	-9	-1	-3	4	-1	2	-0.2
41	Cc1cccc(C)c1OCc1cc(C(=O)NCc2ccc(Cl)s2)no1	0.3	7	-13	3	-28	7	-6	-5	1.6
42	O=C(CN1C(=O)c2ccccc2S1(=O)=O)c1ccccc1	0.8	14	-9	6	-6	3	-4	-6	1.5
43	COc1ccc(CCNC(=O)C2CCN(S(=O)(=O)c3ccc(OC)cc3)CC2)cc1	-0.1	-19	22	2	-7	-9	-2	-2	0.0
44	O=C(COc1ccc(Br)cc1)NNC(=S)NC(=O)c1ccccc1[N+](=O)[O-]	-0.9	-10	18	4	-4	15	1	-5	-1.1
45	Nc1cc2c(cc1Cl)N(Cc1ccccc1)C(=O)CO2	0.0	16	-16	4	-8	7	6	-1	-0.4
46	COC(=O)CC1SCCNC1=O (centres undefined)	1.1	9	-21	-1	0	24	-3	-2	1.8
47	O=C(NCc1ccco1)c1cc(-c2cccc(Cl)c2)on1	0.7	24	-22	2	-4	-6	-5	-4	0.7
48	CCCc1nnc(SCC(=O)N2CCCCC2C)n1CCOC (centres undefined)	1.2	14	-15	2	-3	-31	-6	-2	-0.8
49	CCCCCC(=O)N1C[C@@H](O)[C@H](n2cc(C3CC3)nn2)C[C@@H]1c1ccc(Cl)cc1	2.0	-1	17	5	nt	0	nt	-3	nt
50	O=C(NNC(=O)c1ccccc1[N+](=O)[O-])c1cccs1	0.6	23	-21	5	-9	1	4	-4	0.8
51	CC(=O)Nc1ccc(NC(=O)C(C)Sc2nnc(-c3ccc4c(c3)OCO4)o2)cc1 (centres undefined)	0.9	9	-17	2	-7	-11	-1	-1	0.3
52	C=CCn1c(C)cc(C(=O)Cn2ncc(Cl)c(Cl)c2=O)c1C	-0.9	6	0	-1	-3	-15	4	3	-0.2
53	O=C(CNC1=NCCC1)c1ccc2c(c1)OCCO2	0.9	14	-15	7	-11	0	4	-5	0.9

# Complete entries, looked up by structure:
# `CC(C)OC(=O)N(C)C[C@@H]1OCc2cnnn2CCCC(=O)N([C@H](C)CO)C[C@H]1C` is listed with CHO-K1 Ca ag: 0.3; M1 PAM parental: 15; CHO-K1 Ca antag: -9; TAAR1 ag: 2; CHO parental Ca: nt; TAAR1 antagonist: -10; OXTR potentiator: nt; M1 ag: -4; V1aR counter: nt
# `CC(=O)Nc1ccc(NC(=O)C(C)Sc2nnc(-c3ccc4c(c3)OCO4)o2)cc1` (centres undefined) is listed with CHO-K1 Ca ag: 0.9; M1 PAM parental: 9; CHO-K1 Ca antag: -17; TAAR1 ag: 2; CHO parental Ca: -7; TAAR1 antagonist: -11; OXTR potentiator: -1; M1 ag: -1; V1aR counter: 0.3

# Among those listed so far, these contain a furan ring, fused or not.
no.	compound	CHO-K1 Ca ag	M1 PAM parental	CHO-K1 Ca antag	TAAR1 ag	CHO parental Ca	TAAR1 antagonist	OXTR potentiator	M1 ag	V1aR counter
16	CC(=O)CCc1oc2c([N+](=O)[O-])cccc2c1-c1ccc(C)o1	-0.7	12	-14	3	-34	-3	-3	-7	-1.7
17	Cc1oc(-c2ccccc2Cl)nc1CN1CCCN(C(=O)c2ccco2)CC1	0.5	-6	7	0	-26	-12	-12	-12	-0.6
19	O=C(Nc1ccc(OC(F)(F)F)cc1)c1ccc(S(=O)(=O)N2CCOCC2)o1	6.6	6	-6	2	-4	-20	-11	-2	6.8
28	O=C1c2[nH]nc(-c3ccccc3O)c2C(c2cccc(Cl)c2)N1Cc1ccco1 (centres undefined)	0.1	-9	24*	14	-6	2	-7	-3	-0.1
29	CCOC(=O)c1ccc(-c2ccc(/C=N/NC(=O)CN(c3ccccc3Cl)S(C)(=O)=O)o2)cc1	3.2	5	10	10	-5	-13	-4	-4	0.1
47	O=C(NCc1ccco1)c1cc(-c2cccc(Cl)c2)on1	0.7	24	-22	2	-4	-6	-5	-4	0.7

# Screening results as filed in PubChem.
